pAkt inh: HTS Assay for Inhibitors of Akt Phophorylation: Primary Screen; activity change, % for hits at 50 µM; 0.32% of 360,000 active; Neuro2A IGF-stimulated pAkt S473 HTRF, 20 min; stronger effect = lower value; in the data active = activity change below about -80%; inconclusive = mostly about -51% to -80%; also: % is scaled to controls: 0 for no effect and ±100 for the full control effect
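Neuro2A cells in DMEM with 0.5% FBS, overnight at 37 deg C, given compound at single 50 µM final, then IGF (6 nM final) for 20 min at 37 deg C. Lysed; phospho-Akt Ser473 by HTRF after 24 h, 665/615 ratio.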
FUS suppressor: qHTS for Suppressors of FUS Proteinopathy: Primary screen using FUS-linked yeast assay; S. cerevisiae FUS-expressing, growth rescue, OD600, 24 h; Potency, µM (doses to about 76.6 µM), for the others: top-dose growth rescue (activation), most hits filed as activators; 0.24% of 390,000 active;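 also: potency is read from the fitted curve at half-maximal effect; plate controls were DMSO vehicle for no effect and reference control for full effect; nearly all actives have a fitted effect of over 55% in size; some results filed as inactive show a strong effect at the top dose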
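Yeast expressing FUS under galactose induction, OD 0.005 in 2% galactose medium; compounds in a dilution series, 24 h at 30C. Growth rescue by absorbance at 600 nm; CP55940 positive control, DMSO negative.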
PTHR1 ag: qHTS for PTHR1 Agonists: Primary Screen; Potency, µM (top dose mostly 115 µM), for inactives: top-dose activation, usual class: activators; HEK293 GP2 PTHR1 cells, GloSensor cAMP luminescence, 1 h; 0.075% of 410,000 active; AID 743266, 2014; also: potency is read from the fitted curve at half-maximal effect; nearly all actives have a fitted effect of over 55% in size; some results filed as inactive show a strong effect at the top dose; inactives centre near -15; many of its hits are not listed in these tables
Target sequence (Q03431 whole entry, looked up): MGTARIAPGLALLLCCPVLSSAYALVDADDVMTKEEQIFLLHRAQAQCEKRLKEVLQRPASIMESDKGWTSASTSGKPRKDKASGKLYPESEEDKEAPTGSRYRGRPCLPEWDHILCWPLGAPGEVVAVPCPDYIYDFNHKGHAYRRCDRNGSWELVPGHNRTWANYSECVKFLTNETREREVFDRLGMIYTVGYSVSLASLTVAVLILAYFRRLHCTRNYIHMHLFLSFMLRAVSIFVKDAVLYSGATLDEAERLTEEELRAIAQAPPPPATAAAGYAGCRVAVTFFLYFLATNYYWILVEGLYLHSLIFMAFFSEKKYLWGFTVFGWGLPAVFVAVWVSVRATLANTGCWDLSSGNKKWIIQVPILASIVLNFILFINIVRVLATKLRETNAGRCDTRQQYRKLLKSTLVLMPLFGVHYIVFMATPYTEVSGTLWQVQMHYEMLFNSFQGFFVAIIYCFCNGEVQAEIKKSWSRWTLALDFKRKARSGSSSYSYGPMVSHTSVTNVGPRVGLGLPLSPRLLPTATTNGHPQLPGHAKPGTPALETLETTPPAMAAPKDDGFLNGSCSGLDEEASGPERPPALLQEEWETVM
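HEK-293-derived GP2 cells expressing PTHR1 and a GloSensor cAMP reporter, 3,000/well, plated overnight, given luciferin plus IBMX (each 0.5 mM as added) for 1 h at 37 °C, then compound for 1 h at 37 °C. Luminescence was read after 15 min at room temperature.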
Abeta yeast res: qHTS for compounds that reverse cellular toxicity of Amyloid beta (A-beta) peptide in yeast: Primary Screen | yeast expressing A-beta42, growth rescue, OD600, 48 h; response scale: 0% DMSO, 100% iron-clioquinol control | Potency, µM (series often up to 46.1 µM), inactives show at the top dose growth rescue, most hits filed as activators | 0.063% of 410,000 active | AID 1347071, 2019; also: potency is read from the fitted curve at half-maximal effect; nearly all actives have a fitted effect of over 55% in size
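Yeast A-beta toxicity model in growth medium with pinned compounds, 48 h at 30 C; growth read as absorbance at 600 nm. Normalized to FeCl3/clioquinol equimolar mix (positive) and DMSO (negative).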
aSyn yeast inh: qHTS of alpha-syn Inhibitors | Yeast expressing alpha-synuclein, growth rescue, BacTiter-Glo, 24 h | Potency, µM (doses to about 46.1 µM), for inactives: at the top dose growth rescue (activation), actives largely listed as activators | 0.14% of 370,000 active | AID 652106, 2013; also: potency is read from the fitted curve at half-maximal effect; % of control where 0% means no effect; nearly all actives have a fitted effect of over 65% in size
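Rescue of yeast growth: cells expressing toxic alpha-synuclein, induced in galactose at OD600 0.02, incubated with compound 24 h at 30 C. ATP luminescence quantified growth; inhibitors of toxicity appear as activators.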
Mm-Cpn inhibitor: Inhibitors of TCP-1 ring complex (TRiC) of Methanococcus maripaludis (MmCpn): qHTS | purified Mm-Cpn ATPase, ADP Transcreener TR-FRET | 0.031% of 330,000 active | Potency, µM (doses to about 76.9 µM), without a hit: at the top dose activity, negative = inhibition, actives largely listed as inhibitors | AID 504842, 2011 | Chaperonin Mm-Cpn (Methanococcus maripaludis); also: potency is read from the fitted curve at half-maximal effect; % is scaled to controls: 0 for no effect and ±100 for the full control effect; nearly all actives have a fitted effect of over 80% in size
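Quantitative HTS used 25 nM Mm-CPN and 10 uM ATP in magnesium/KCl Tris buffer, pH 7.4, with 1 mM DTT. Hydrolysis ran 30 min at 37°C; ADP was read by HTRF.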
GLP-1R inv ag: qHTS of GLP-1 Receptor Inverse Agonists (Inhibition Mode) | HEK293 GLP-1R CRE-luciferase, luminescence, 24 h; GLP-1R form is constitutively active | 1.6% of 410,000 active | AID 624417, 2012 | Glucagon-like peptide 1 receptor (Homo sapiens), P43220 | Potency, µM (series often up to 38.3 µM), without a hit: at the top dose activity change, negative = inhibition, actives largely listed as inhibitors; also: potency is read from the fitted curve at half-maximal effect; % is scaled to controls: 0 for no effect and ±100 for the full control effect; nearly all actives have a fitted effect of over 55% in size
Target sequence (P43220 whole entry, looked up): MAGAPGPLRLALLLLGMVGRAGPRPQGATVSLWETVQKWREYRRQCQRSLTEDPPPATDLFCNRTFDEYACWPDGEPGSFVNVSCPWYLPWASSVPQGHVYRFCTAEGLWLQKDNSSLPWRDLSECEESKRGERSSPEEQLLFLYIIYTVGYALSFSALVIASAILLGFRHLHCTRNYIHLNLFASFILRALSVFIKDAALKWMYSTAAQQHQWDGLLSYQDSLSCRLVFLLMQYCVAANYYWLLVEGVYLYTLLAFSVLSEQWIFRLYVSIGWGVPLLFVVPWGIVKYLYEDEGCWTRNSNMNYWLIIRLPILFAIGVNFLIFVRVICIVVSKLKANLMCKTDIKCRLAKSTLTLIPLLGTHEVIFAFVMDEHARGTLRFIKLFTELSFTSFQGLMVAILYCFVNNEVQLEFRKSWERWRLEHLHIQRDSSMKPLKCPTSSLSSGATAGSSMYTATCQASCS
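Seeding at 200 cells/uL, 12 h culture, 24 hr compound treatment, then luciferase reagent and a luminescence read; cells are HEK293 stably expressing a constitutively active GLP-1R plus cAMP-responsive luciferase.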
HEK293 tox: qHTS of GLP-1 Receptor Inverse Agonists: Cytotox Screen. Potency, µM (titrated, usually from 38.3 µM), without a hit: top-dose activity change, negative = inhibition, hits mostly inhibitors. 0.13% of 410,000 active. HEK293 cAMP-luciferase reporter cells, luminescence, 24 h;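 also: loss of luciferase light is scored as toxicity; potency is read from the fitted curve at half-maximal effect; % is scaled to controls: 0 for no effect and ±100 for the full control effect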
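Step one: seed cells (200 cells/uL, DMEM with 10% Nu serum, 1% pen-strep). Step two: 12-hour incubation at 37 deg C. Step three: pin 23 nL compound, incubate 24 hr. Step four: add luciferase reagent, read luminescence 12 min later.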
TDP43 rescue: qHTS of TDP-43 Inhibitors. Potency, µM (top dose mostly 46.1 µM), without a hit: at the highest dose growth rescue (activation), hits mostly activators. 1.8% of 410,000 active. TDP-43 expressing yeast growth rescue, BacTiter-Glo, 24 h. AID 652104, 2013; also: potency is read from the fitted curve at half-maximal effect; % of control where 0% means no effect; nearly all actives have a fitted effect of over 50% in size
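Galactose-induced TDP-43 yeast, OD600=0.02, compound pinned; 24 hr, 30 deg C; BacTiter-Glo luminescence for growth. Inhibitors of TDP-43 toxicity read as activators.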
The depositor's hits bear a star; i = inactive; ? = inconclusive; / = no result given; [ ] = another dose, or the depositor's remark. Unless noted, calls follow the shape of the dose curve; as a rule, active = well fitted curve in the direction sought with a large enough effect; inconclusive = small, poorly fitted or top-dose-only effect, or another doubt; inactive = no such curve, though single readings can be large; an effect the other way counts as inactive or inconclusive. A portion of the library; count on the stated rates, not on these rows.

molecule	HEK293 tox	Abeta yeast res	pAkt inh	TDP43 rescue	GLP-1R inv ag	Mm-Cpn inhibitor	aSyn yeast inh	PTHR1 ag	FUS suppressor
COc1ccc(/C=C2\C(=O)NCC(=O)N2C)cc1	8%	-7%	i	-1%	3%	-1%	-4%	-35%[inhibitor]	-30%
NS(=O)(=O)c1ccc(CCNc2ccnc3cc(Cl)ccc23)cc1	4%	-3%	i	1%	4%	1%	-8%	i	4%
Cc1ccc(N(C(=O)c2snc(C(N)=O)c2N)C(C(=O)NCC2CCCO2)c2ccc3ncccc3c2)cc1 (stereo not drawn)	-6%	9%	i	7%	107%[activator]	-2%	1%	i	16%
CCC(c1nnnn1Cc1ccc2c(c1)OCO2)N1CCN(c2ccccc2)CC1 (stereo not drawn)	-4%	-3%	i	12%	?	0%	11%	-18%	16%
CC(C)c1ccc(CN2CCN(S(=O)(=O)c3ccc(Cl)s3)CC2)cc1	5%	?	i	-10%	?	2%	4%	i	1%
COc1cc2c(cc1NC(=S)NC(=O)/C=C/c1ccco1)oc1ccccc12	-3%	3%	i	-18%	-20%	1%	1%	-33%[inhibitor]	17%
COc1ccc(CCNS(=O)(=O)CC23CCC(CC2=O)C3(C)C)cc1OC (stereo not drawn)	-16%	-3%	i	-7%	1%	1%	1%	-2%	-9%
Cc1cc(Nc2ccccc2)nn1C(=O)c1ccc([N+](=O)[O-])cc1	-20%	8%	i	9%	50%	1%	1%	-7%[57.5 µM]	-9%
O=C(NCc1ccccc1)c1csc2c1CCCC2	0%	2%	i	?	-10%	1%	13%	i	-19%
O=C(O)CCNS(=O)(=O)c1cccc(Br)c1	-26%	-11%	i	16%	6%	-1%	6%	i	-6%
Cc1cc(=O)[nH]c(SCC(=O)Nc2ccccc2C#N)c1C#N	0%	10%	i	-18%	64%[activator]	1%	-6%	i	24%
COc1ccc(CCC(=O)OCC(=O)NC(=O)c2ccc(Cl)cc2)cc1	-10%	0%	i	16%	20%	0%	-7%	i	/
Cc1ccc(S(=O)(=O)Nc2cc(C)cn(Cc3ccccc3)c2=O)cc1	-23%	24%	i	0%	?	1%	8%	-7%	15%
Cc1ccc(OCC(=O)N(Cc2ccccc2)C(C)(C)C)c([N+](=O)[O-])n1	27%	10%	i	2%	7%	1%	5%	-48%[inhibitor]	/
Cc1nc2c(C#N)c(C)[nH]n2c(=O)c1Cc1ccccc1	-10%	11%	i	-21%	7%	-2%	-5%	-10%	-3%
COc1cc2cnncc2cc1OC	5%	1%	i	-4%	27%	0%	1%	-23%[57.5 µM]	6%
Cc1c(Cl)cccc1NC(=O)C1COc2ccccc2O1 (stereo not drawn)	1%	12%	i	?	-3%	0%	5%	i	-15%
CCOc1ccc(-n2c(=O)c3c(C)c(C)sc3n(Cc3cc(=O)n4cc(Cl)ccc4n3)c2=O)cc1	-8%	-7%	/	12%	7%	/	/	i	3%
Cc1ccc(C(=O)/C=C/N(C)C)cn1	9%	4%	i	?	5%	4%	?	i	15%
COc1cc([N+](=O)[O-])ccc1NC(=O)Nn1cnnc1	0%	10%	i	14%	9%	3%	6%	-1%	11%
CCn1c(SCC(=O)N2CCC(C)CC2)nc2c1c(=O)n(C)c(=O)n2C	-11%	-22%	i	-13%	46%[activator]	0%	0%	-12%	12%
COc1cc2c(C#N)c(N3CCCCC3)nc(N)c2c(N)n1	-15%	-24%	?	?	20%	-8%	8%	i	32%
O=C(CSc1ccccn1)Nc1ccc2c(c1)CCC2	5%	-1%	i	-7%	?	-1%	13%	-9%	3%
CCCn1c(=O)c2ccccc2n2c(SCCOc3ccc(C)cc3)nnc12	2%	0%	i	2%	2%	1%	2%	-23%[57.5 µM]	-18%
O=C1NC(c2ccc(-c3ccccc3[N+](=O)[O-])o2)C(C(=O)c2ccc(F)cc2)C(O)(C(F)(F)F)N1 (stereo not drawn)	-13%	-24%	i	14%	-28%	0%	0%	-24%	/
Cc1ccc2c(c1)C1C[N+](C)(CC(=O)c3ccccc3)CCC1N2C(=O)c1ccccc1Cl (stereo not drawn)	4%	5%	i	0%	-13%	0%	8%	-21%	20%
Cc1ccc(-c2nc3cc(C(C)C)ccc3o2)cc1NC(=O)c1cccs1	-3%	-1%	/	6%	?	/	-23%	-8%	0%
COc1ccc2nc(Nc3nc(-c4cc5ccccc5oc4=O)cs3)sc2c1	55%[activator]	-3%	i	2%	6%	-1%	-2%	-9%	/
O=C(c1cnn2c(C(F)(F)F)cc(-c3ccccc3)nc12)N1CCOCC1	6%	1%	i	-10%	-6%	0%	-3%	-8%[57.5 µM]	-16%
N#CC1(NC(=O)COC(=O)Cc2n[nH]c(=O)c3ccccc23)CCCCC1	3%	-3%	i	-16%	11%	-1%	-5%	i	17%

molecule	HEK293 tox	Abeta yeast res	pAkt inh	TDP43 rescue	GLP-1R inv ag	Mm-Cpn inhibitor	aSyn yeast inh	PTHR1 ag	FUS suppressor
COc1ccc(NC(=O)CSc2nnc(-c3ccco3)c(-c3ccco3)n2)cc1OC	1%	0%	i	-32%[inhibitor]	28%	0%	-1%	-12%	?
O=C(COC(=O)c1cc(F)cc(F)c1)Nc1cccnc1Cl	4%[0.307 µM]	18%	i	4%	-4%[0.307 µM]	2%	-1%	19%	0%
O=C1CN(C(=O)/C=C/c2ccc(Cl)cc2)c2ccccc2N1	-6%	3%	i	4%[9.22 µM]	59%[activator]	3%	12%	i	16%
COc1ccc(C)cc1S(=O)(=O)N(CC(=O)Nc1cccc([N+](=O)[O-])c1)c1ccc(C)c(C)c1	10%	-1%	i	10%	?	2%	0%	-6%	/
CCC(C)c1ccc(NC(=O)C/C(C)=N/NC(=O)c2cnccn2)cc1 (stereo not drawn)	-3%	3%	i	6%	3%	0%	5%	i	/
CCCCOc1ccc(C(=O)Nc2cc(-c3cn4cccnc4n3)ccc2OC)cc1	5%	-2%	/	16%	-1%	/	/	-2%	-7%
Cc1ccc(Cn2cc(C(=O)c3ccc(F)cc3)c(=O)c3cc4c(cc32)OCO4)cc1	-1%	-6%	/	?	3%	/	/	12%	7%
CC1(c2ccc(Cl)cc2)NC(=O)N(CC(=O)N2CCCC2)C1=O (stereo not drawn)	4%	-7%	i	-16%	3%	1%	2%	i	7%
CCCCOC(=O)c1ccc(NC(=O)c2ccc(F)cc2F)cc1	-15%	8%	i	20%	10%	/	-8%	i	-15%
Cc1c(NC(=O)COC(=O)Cc2ccc(Cl)cc2)c(=O)n(-c2ccccc2)n1C	4%	10%	i	-15%	-1%	0%	-1%	25%	?
COC(=O)c1ccc2c(=O)n(CCCCCC(=O)NCCc3ccc(Cl)cc3)c(=O)[nH]c2c1	-9%	12%	/	19%	12%	/	/	20%	-3%
CSc1ccc(C(=O)NCC(=O)O)cc1[N+](=O)[O-]	-14%	15%	i	22%	25%	0%	11%	i	-2%
CSc1ccccc1OCc1cc(C(=O)NC(C)Cc2cccc(C)n2)no1 (stereo not drawn)	-28%	-11%	i	12%	?	1%	-6%	-94%[inhibitor]	/
Cc1cc(C)c(S(=O)(=O)NCc2nc3nc(C)cc(C)n3n2)c(C)c1	?	0%	i	11%	-5%	0%	-1%	-4%	-28%
CC(=O)c1cccc(OC(=O)c2ccc3c(=O)n4c(nc3c2)CCC4)c1	4%	11%	i	-12%	8%	2%	-4%	-14%	-4%
O=C(Nc1ccccc1)/C(=C/c1ccc(O)cc1)NC(=O)c1ccco1	0%	2%	i	-8%	80%[activator]	-4%	0%	i	21%
COc1cc2c(cc1OC)CN(C(=O)CCOc1ccccc1)CC2	-21%	-22%	i	/	8%	-1%	/	-15%	15%
N#Cc1ccc(C(=O)NC2=NCCS2)cc1	6%	-7%	i	27%	8%	-3%	-7%	i	-13%
O=C(Nc1ccc(N2CCCC2)c(Cl)c1)c1cccc(-c2cc3ccccc3oc2=O)c1	-6%	-3%	i	6%	8%	0%	0%	i	0%
Cc1ccc(-n2c(SCC(=O)N3CCOCC3)nc(O)c(Cc3ccccc3)c2=O)cc1	-12%	2%	i	-4%	-3%	4%	-5%	-20%	12%
COC(=O)c1oc2ccccc2c1NC(=O)CN1CCCC1	7%	11%	i	-1%	5%	0%	-10%	-2%[57.5 µM]	-8%
COC(=O)C1CCN(C(=O)C2CCCCC2)CC1	6%	6%	i	14%	16%	-1%	4%	i	6%
CCOC(=O)NC(=O)/C(C#N)=C\NNc1ncc(C(F)(F)F)cc1Cl	-1%	-11%	i	-14%	14%	-3%	-1%	i	10%

Entries of single compounds as entered above. Screens in order: HEK293 tox, Abeta yeast res, pAkt inh, TDP43 rescue, GLP-1R inv ag, Mm-Cpn inhibitor, aSyn yeast inh, PTHR1 ag, FUS suppressor
Record of CCC(C)c1ccc(NC(=O)C/C(C)=N/NC(=O)c2cnccn2)cc1 (stereo not drawn) → -3%, 3%, i, 6%, 3%, 0%, 5%, i, /
Record of COc1ccc(C)cc1S(=O)(=O)N(CC(=O)Nc1cccc([N+](=O)[O-])c1)c1ccc(C)c(C)c1 → 10%, -1%, i, 10%, ?, 2%, 0%, -6%, /

Assay outcomes from PubChem BioAssay.
